Bioassay records: PubChem BioAssay, several laboratories
LAP4-GFP MLPCN = modulators of LAP4-GFP expression in yeast, primary screen, S. cerevisiae, multiplex flow cytometry, MLPCN library; 0.34% of 320,000 active; AID 2023, 2009; 3 h; median GFP as percent of DMSO wells; GFP response vs DMSO, % at 10 µM;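 active = GFP response vs DMSO above a set limit, about the screen mean plus 3 SD, cut at about 150% in these data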
AGP1-GFP MLPCN = modulators of AGP1-GFP expression in yeast TOR pathway, primary screen, cell-based, multiplex flow cytometry, S. cerevisiae, MLPCN library; 3 h; GFP as percent of DMSO wells; GFP response vs DMSO, % at 10 µM; 0.02% of 320,000 active; AID 2066, 2009;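 active = GFP response relative to DMSO above a set limit, near screen average plus 3 SD, cut at about 150% in these data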;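 note: median GFP channel fluorescence of the gated AGP1 strain per well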
RPL19A TOR yeast = RPL19A-GFP expression modulators in yeast, primary screen, cell-based, S. cerevisiae, multiplex flow cytometry, MLPCN; 0.3% of 330,000 active; S. cerevisiae RPL19A-GFP strain, 3 h; active compounds read low; percent response vs DMSO, % at 10 µM;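 active = percent response vs DMSO below 50%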;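 note: median channel GFP fluorescence of the barcoded RPL19A-GFP strain; ratio of sample median GFP to plate DMSO average so 100% = DMSO; lower means less RPL19A-GFP as with rapamycin TOR inhibition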
MEP2-GFP yeast = modulators of MEP2-GFP levels in yeast, primary screen, S. cerevisiae, multiplex flow cytometry, MLPCN library; S. cerevisiae MEP2-GFP strain, 3 h; 100% = DMSO control level; GFP response vs DMSO, % at 10 µM; 0.51% of 330,000 active;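 active = GFP response versus DMSO above a set limit, roughly screen mean plus 3 SD, cut at about 180% in these data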;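 note: median GFP fluorescence of the barcode-gated MEP2-GFP cells per well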
CR mimetic SO = reduction of superoxide in aged yeast, primary screen, HTS; S. cerevisiae aged cells, superoxide DHE fluorescence; active compounds read low; superoxide response (% of plate mean), % at 10 µM; 0.18% of 330,000 active; AID 2690, 2010;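 active = superoxide response under a set limit, about three screen SD below normal, cut at about 65% in these data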;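 note: yeast aged for seven days with compound at 30 °C before DHE staining; 100% = average MFI of all compound-treated wells on the plate with controls excluded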
Efflux pump mplx = inhibitors of Candida efflux pumps in yeast, primary screen, S. cerevisiae, Nile Red, multiplex | inhibition, % at 10 µM | S. cerevisiae Candida pump triplex | 0.44% of 330,000 active;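 active = plate passing quality check with inhibition over a set limit, or well fluorescence over plate mean plus 4 SD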;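 note: Nile Red retained in pooled yeast measured as flow cytometry median fluorescence; 0% = buffer negative control and 100% = Enniatin B positive control; higher means more Nile Red kept so more efflux inhibition; some compounds called inactive have numbers as strong as hits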
CIT2 TOR yeast = modulators of CIT2-GFP expression in yeast, primary screen, S. cerevisiae, GFP fusion, multiplex flow cytometry, MLPCN library; GFP response vs DMSO, % at 10 µM; S. cerevisiae CIT2-GFP strain, 3 h; 100 means same as DMSO wells; 0.065% of 320,000 active;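 active = GFP response relative to DMSO above a set limit, near the screen mean plus 3 SD, cut at about 150% in these data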;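 note: ratio of well median GFP fluorescence to mean of DMSO wells on the plate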
AHR activator = AHR activators, primary screen, cell-based, luminescence, luciferase reporter, human | Aryl hydrocarbon receptor (Homo sapiens), P35869 | AHR-responsive luciferase reporter cells | activation, % at 5 µM | 2.5% of 320,000 active | AID 2796, 2010; in the data active = activation above about 47%;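 note: 0% = vehicle wells and 100% = reference agonist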
Target sequence (P35869 whole entry, looked up): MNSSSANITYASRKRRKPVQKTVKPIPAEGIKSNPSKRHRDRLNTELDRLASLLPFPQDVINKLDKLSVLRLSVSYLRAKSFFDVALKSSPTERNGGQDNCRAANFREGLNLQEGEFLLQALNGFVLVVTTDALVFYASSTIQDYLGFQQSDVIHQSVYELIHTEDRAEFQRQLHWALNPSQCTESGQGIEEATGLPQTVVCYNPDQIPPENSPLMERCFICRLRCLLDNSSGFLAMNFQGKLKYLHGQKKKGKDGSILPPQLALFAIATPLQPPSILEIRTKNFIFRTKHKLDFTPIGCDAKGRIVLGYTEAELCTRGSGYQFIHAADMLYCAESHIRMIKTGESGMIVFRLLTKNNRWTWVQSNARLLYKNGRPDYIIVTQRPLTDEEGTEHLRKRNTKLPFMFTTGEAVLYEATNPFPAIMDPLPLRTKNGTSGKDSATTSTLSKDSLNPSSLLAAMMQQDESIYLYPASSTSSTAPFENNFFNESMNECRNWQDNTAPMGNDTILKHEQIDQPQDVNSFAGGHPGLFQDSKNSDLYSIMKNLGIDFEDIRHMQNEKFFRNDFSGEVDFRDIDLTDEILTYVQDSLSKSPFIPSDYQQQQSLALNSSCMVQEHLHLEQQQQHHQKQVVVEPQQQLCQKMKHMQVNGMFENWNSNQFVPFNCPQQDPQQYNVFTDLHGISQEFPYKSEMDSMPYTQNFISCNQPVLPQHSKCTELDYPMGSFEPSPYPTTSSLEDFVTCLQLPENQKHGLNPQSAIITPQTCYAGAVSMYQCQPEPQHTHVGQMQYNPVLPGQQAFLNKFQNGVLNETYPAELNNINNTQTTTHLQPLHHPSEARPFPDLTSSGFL
Starred values were filed as active, the others as inactive. The order is random; 3.9% or so of the library scored in one or more.

Screening CC1CCC(C(C)C)C(OC(=O)CSc2n[nH]c(=O)[nH]c2=O)C1 (configuration not stated) returned LAP4-GFP MLPCN 101, AGP1-GFP MLPCN 100, RPL19A TOR yeast 99, MEP2-GFP yeast 98, CR mimetic SO 112, Efflux pump mplx 0.1, CIT2 TOR yeast 93 and AHR activator -2.
Cc1cccc(-n2c(C)cc(C=C(C#N)C#N)c2C)c1 was read as LAP4-GFP MLPCN 96, AGP1-GFP MLPCN 101, RPL19A TOR yeast 99, MEP2-GFP yeast 99, CR mimetic SO 105, Efflux pump mplx -0.2, CIT2 TOR yeast 101 and AHR activator -2.
Screening O=C1CCC(C(=O)N2CCC(CO)CC2)CN1Cc1ccc(Cl)cc1 (configuration not stated) returned LAP4-GFP MLPCN 109, AGP1-GFP MLPCN 98, RPL19A TOR yeast 100, MEP2-GFP yeast 103, CR mimetic SO 99, Efflux pump mplx 0.0, CIT2 TOR yeast 105 and AHR activator -2.
For O=C(COC(=O)c1ccccc1OCc1ccccc1Cl)NC1CC1 the results were LAP4-GFP MLPCN 104, AGP1-GFP MLPCN 102, RPL19A TOR yeast 100, MEP2-GFP yeast 107, CR mimetic SO 106, Efflux pump mplx 0.0, CIT2 TOR yeast 107 and AHR activator 2.
`Cc1ccc(CNC(=O)CO/N=C/c2ccc(C(C)(C)C)cc2)cc1` gave LAP4-GFP MLPCN 97, AGP1-GFP MLPCN 110, RPL19A TOR yeast 100, MEP2-GFP yeast 103, CR mimetic SO 110, Efflux pump mplx 0.6, CIT2 TOR yeast 85 and AHR activator 3.
O=C(c1ccco1)[C@@H]1[C@@H]2C(=O)N(c3ccc(F)cc3)C(=O)[C@@H]2C2c3ccccc3C=CN21 (some centres not stated) was read as LAP4-GFP MLPCN 97, AGP1-GFP MLPCN 93, RPL19A TOR yeast 95, MEP2-GFP yeast 98, CR mimetic SO 144, Efflux pump mplx 0.5, CIT2 TOR yeast 93 and AHR activator 46.
`COc1ccc(C(=O)c2c3ccc([N+](=O)[O-])cc3[n+]([O-])n2CCCC(N)=O)cc1` gave LAP4-GFP MLPCN 105, AGP1-GFP MLPCN 98, RPL19A TOR yeast 101, MEP2-GFP yeast 100, CR mimetic SO 90, Efflux pump mplx 0.1, CIT2 TOR yeast 106 and AHR activator 12.
For Cc1ccc(S(=O)(=O)N/N=C\c2cc([N+](=O)[O-])ccc2Cl)cc1 the results were LAP4-GFP MLPCN 106, AGP1-GFP MLPCN 93, RPL19A TOR yeast 93, MEP2-GFP yeast 99, CR mimetic SO 90, Efflux pump mplx -0.1, CIT2 TOR yeast 92 and AHR activator -5.
COc1ccc(C2C3=C(CC(C)(C)CC3=O)Oc3ncn(Cc4ccccc4)c(=N)c32)cc1 (configuration not stated) was read as LAP4-GFP MLPCN 91, AGP1-GFP MLPCN 104, RPL19A TOR yeast 100, MEP2-GFP yeast 104, CR mimetic SO 88, Efflux pump mplx 0.0, CIT2 TOR yeast 102 and AHR activator 0.
For CSc1ccccc1C(=O)NCc1ccccc1C the results were LAP4-GFP MLPCN 108, AGP1-GFP MLPCN 104, RPL19A TOR yeast 99, MEP2-GFP yeast 99, CR mimetic SO 96, Efflux pump mplx 0.0, CIT2 TOR yeast 101 and AHR activator 1.
COc1ccc(C(=O)C(CCCCC(CN(C)C)C(=O)c2ccc(OC)cc2)CN(C)C)cc1 (configuration not stated) was read as LAP4-GFP MLPCN 97, AGP1-GFP MLPCN 102, RPL19A TOR yeast 98, MEP2-GFP yeast 101, CR mimetic SO 100, Efflux pump mplx 0.0, CIT2 TOR yeast 95 and AHR activator 0.
`CC(=O)N1CCOc2ccc(S(=O)(=O)Nc3ncccc3C)cc21` gave LAP4-GFP MLPCN 87, AGP1-GFP MLPCN 100, RPL19A TOR yeast 98, MEP2-GFP yeast 89, CR mimetic SO 121, Efflux pump mplx -0.1, CIT2 TOR yeast 96 and AHR activator -4.
For O=C(O)c1cccc(S(=O)(=O)N2CCc3ccccc3C2)c1 the results were LAP4-GFP MLPCN 101, AGP1-GFP MLPCN 100, RPL19A TOR yeast 105, MEP2-GFP yeast 103, CR mimetic SO 92, Efflux pump mplx -0.3, CIT2 TOR yeast 102 and AHR activator -1.
Screening CCN(C(=O)COC(=O)CNC(=O)c1ccccc1C)C1=CCCCC1 returned LAP4-GFP MLPCN 111, AGP1-GFP MLPCN 103, RPL19A TOR yeast 107, MEP2-GFP yeast 108, CR mimetic SO 111, Efflux pump mplx 0.2, CIT2 TOR yeast 92 and AHR activator 3.
Cc1cccc(NCN2C(=O)C3C4C=CC(C4)C3C2=O)c1 (configuration not stated) was read as LAP4-GFP MLPCN 128, AGP1-GFP MLPCN 123, RPL19A TOR yeast 78, MEP2-GFP yeast 108, CR mimetic SO 96, Efflux pump mplx 0.0, CIT2 TOR yeast 108 and AHR activator 1.
Screening CC(=O)Nc1cc(C(C)(C)C)c(O)c(C(C)(C)C)c1 returned LAP4-GFP MLPCN 88, AGP1-GFP MLPCN 107, RPL19A TOR yeast 101, MEP2-GFP yeast 113, CR mimetic SO 97, Efflux pump mplx -0.1, CIT2 TOR yeast 103 and AHR activator -3.
For Cn1c(=NC(=O)CS(=O)(=O)c2ccccc2)sc2cc([N+](=O)[O-])ccc21 the results were LAP4-GFP MLPCN 98, AGP1-GFP MLPCN 98, RPL19A TOR yeast 95, MEP2-GFP yeast 100, CR mimetic SO 102, Efflux pump mplx 0.2, CIT2 TOR yeast 91 and AHR activator -8.
For COc1ccc(/C=N/NC(=O)Cn2cc(C(F)(F)F)ccc2=O)cc1 the results were LAP4-GFP MLPCN 92, AGP1-GFP MLPCN 91, RPL19A TOR yeast 96, MEP2-GFP yeast 94, CR mimetic SO 99, Efflux pump mplx 0.0, CIT2 TOR yeast 98 and AHR activator 0.
For CCOC(=O)c1cnc2cc(-c3ccc(C(C)(C)C)cc3)nn2c1N the results were LAP4-GFP MLPCN 103, AGP1-GFP MLPCN 106, RPL19A TOR yeast 110, MEP2-GFP yeast 103, CR mimetic SO 104, Efflux pump mplx 0.0, CIT2 TOR yeast 110 and AHR activator 3.
COc1ccc(CNC(=O)C(=O)NCC2OCCN2S(=O)(=O)c2ccc3c(c2)OCCO3)cc1 (configuration not stated) was read as LAP4-GFP MLPCN 92, AGP1-GFP MLPCN 92, RPL19A TOR yeast 94, MEP2-GFP yeast 95, CR mimetic SO 83, Efflux pump mplx 0.0, CIT2 TOR yeast 92 and AHR activator 0.
CC(NC(=O)/C(=C/c1ccc(OC(F)F)cc1)c1ccccc1)c1ccccc1 (configuration not stated) was read as LAP4-GFP MLPCN 97, AGP1-GFP MLPCN 97, RPL19A TOR yeast 102, MEP2-GFP yeast 102, CR mimetic SO 94, Efflux pump mplx 0.4, CIT2 TOR yeast 87 and AHR activator 30.
Screening CCOc1ccccc1N1CCN(c2nc(N)c(C#N)c(CC#N)c2C#N)CC1 returned LAP4-GFP MLPCN 99, AGP1-GFP MLPCN 97, RPL19A TOR yeast 95, MEP2-GFP yeast 98, CR mimetic SO 105, Efflux pump mplx -0.1, CIT2 TOR yeast 94 and AHR activator 8.
`CCOc1c(Cl)cc(CNc2nnnn2C)cc1OC` gave LAP4-GFP MLPCN 94, AGP1-GFP MLPCN 101, RPL19A TOR yeast 103, MEP2-GFP yeast 100, CR mimetic SO 94, Efflux pump mplx -0.1, CIT2 TOR yeast 101 and AHR activator 2.
Screening Cn1c(=O)[nH]c(=O)c2c1nc(Br)n2C/C=N/NC(=O)c1ccccc1 returned LAP4-GFP MLPCN 102, AGP1-GFP MLPCN 99, RPL19A TOR yeast 95, MEP2-GFP yeast 97, CR mimetic SO 110, Efflux pump mplx -0.1, CIT2 TOR yeast 95 and AHR activator 3.
Cc1cccc(-c2nc(CNC(=O)c3ccco3)cs2)c1 was read as LAP4-GFP MLPCN 98, AGP1-GFP MLPCN 101, RPL19A TOR yeast 99, MEP2-GFP yeast 98, CR mimetic SO 91, Efflux pump mplx 0.2, CIT2 TOR yeast 96 and AHR activator 0.
For NC(=O)CSc1nnc(-c2cc3ccccc3o2)n1Cc1ccccc1 the results were LAP4-GFP MLPCN 99, AGP1-GFP MLPCN 100, RPL19A TOR yeast 95, MEP2-GFP yeast 96, CR mimetic SO 123, Efflux pump mplx 0.3, CIT2 TOR yeast 97 and AHR activator 6.
COc1ccccc1NC(=O)N1CCc2[nH]c3ccc(Cl)cc3c2C1 was read as LAP4-GFP MLPCN 99, AGP1-GFP MLPCN 89, RPL19A TOR yeast 99, MEP2-GFP yeast 102, CR mimetic SO 112, Efflux pump mplx -0.1, CIT2 TOR yeast 97 and AHR activator -5.
For Cc1cc(C)nc(NC(=O)CN2C(=O)c3ccccc3C2=O)n1 the results were LAP4-GFP MLPCN 107, AGP1-GFP MLPCN 108, RPL19A TOR yeast 103, MEP2-GFP yeast 103, CR mimetic SO 99, Efflux pump mplx -0.1, CIT2 TOR yeast 109 and AHR activator -2.
CCn1cc(C(=O)NCC2CCCO2)c(=O)c2cc(S(=O)(=O)N3CCC(C)CC3)ccc21 (configuration not stated) was read as LAP4-GFP MLPCN 102, AGP1-GFP MLPCN 108, RPL19A TOR yeast 102, MEP2-GFP yeast 105, CR mimetic SO 106, Efflux pump mplx -0.1, CIT2 TOR yeast 108 and AHR activator 7.
Screening COc1ccc(CNC(=O)C/C(C)=N/NC(=O)c2ccccc2OC)cc1 returned LAP4-GFP MLPCN 101, AGP1-GFP MLPCN 99, RPL19A TOR yeast 104, MEP2-GFP yeast 103, CR mimetic SO 97, Efflux pump mplx -0.1, CIT2 TOR yeast 101 and AHR activator 34.
Screening CNC(=O)c1ccccc1-c1ccccc1 returned LAP4-GFP MLPCN 102, AGP1-GFP MLPCN 104, RPL19A TOR yeast 100, MEP2-GFP yeast 108, CR mimetic SO 92, Efflux pump mplx -0.1, CIT2 TOR yeast 101 and AHR activator 2.
`COc1cccc(C(=O)Nc2ccc(N3CCN(Cc4ccccc4)CC3)cc2)c1` gave LAP4-GFP MLPCN 98, AGP1-GFP MLPCN 98, RPL19A TOR yeast 97, MEP2-GFP yeast 95, CR mimetic SO 117, Efflux pump mplx 0.2, CIT2 TOR yeast 91 and AHR activator -1.
For O=C1NC2(CCCCC2)N(C(=O)c2ccccc2)C2=C1CCCC2 the results were LAP4-GFP MLPCN 98, AGP1-GFP MLPCN 87, RPL19A TOR yeast 94, MEP2-GFP yeast 73, CR mimetic SO 107, Efflux pump mplx -0.1, CIT2 TOR yeast 106 and AHR activator 1.
CN(C)c1ccc(/C=N/NC(=O)c2ccc(Cl)cc2)cc1 was read as LAP4-GFP MLPCN 103, AGP1-GFP MLPCN 104, RPL19A TOR yeast 100, MEP2-GFP yeast 101, CR mimetic SO 113, Efflux pump mplx 0.0, CIT2 TOR yeast 103 and AHR activator 9.
`Cn1ccnc1SCC(=O)Nc1ccc2c(c1)COC2=O` gave LAP4-GFP MLPCN 104, AGP1-GFP MLPCN 103, RPL19A TOR yeast 105, MEP2-GFP yeast 107, CR mimetic SO 105, Efflux pump mplx 0.3, CIT2 TOR yeast 106 and AHR activator 9.
COc1ccc2[nH]c3c(=O)n(CCCC(=O)NC4CCC(C)CC4)c(=S)[nH]c3c2c1 (configuration not stated) was read as LAP4-GFP MLPCN 103, AGP1-GFP MLPCN 105, RPL19A TOR yeast 102, MEP2-GFP yeast 102, CR mimetic SO 95, Efflux pump mplx -0.2, CIT2 TOR yeast 103 and AHR activator 2.
